Assay outcomes as filed in PubChem BioAssay.
HT1080-NT tox: kills 2HG-producing HT-1080-NT fibrosarcoma cells; HT-1080-NT fibrosarcoma viability, CellTiter-Glo ATP luminescence, 48 h; Potency, µM (top dose mostly 46.1 µM), for inactives: top-dose activity, negative = less viability, usual class: cytotoxic; 360,000 compounds, 1.6% hits;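 further: NT is the 2HG producing partner of a matched IDH1 knockdown line; potency means the concentration at half of the fitted maximal effect; 0% = DMSO-treated cells and -100% = media-only wells without cells; nearly all actives have a fitted effect of over 55% in size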
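Toxicity toward the 2HG-producing NT line was scored as %Activity, normalised to DMSO and no-cell wells, from CellTiter-Glo luminescence after 48 hours' treatment.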
HT1080 IDH1KD tx: kills HT-1080 cells with IDH1 knockdown; HT-1080 IDH1 knockdown viability, ATP luminescence, 48 h; Potency, µM (doses to about 46.1 µM), without a hit: top-dose activity, negative = toxicity, actives largely listed as cytotoxic; 360,000 compounds, 2% hits; AID 686971;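 further: potency means the concentration at half of the fitted maximal effect; 0% = DMSO wells and -100% = cell-free medium wells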
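Assay cells: HT-1080 with IDH1 knockdown, 750 per well, RPMI/5% FBS. Exposure: 48 h at 37 °C following 2 h pre-incubation. Read: CellTiter-Glo luminescence; fitted concentration-response, curve class assigned.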
ATXN2 expr inh: ATXN2 expression inhibition; HEK-293 ATXN2-luciferase reporter, luminescence, 24 h; Potency, µM (highest dose often 57 µM), inactives show at the top dose activity change, negative = inhibition, usual class: inhibitors; 360,000 compounds, 0.72% hits; AID 1745845; further: potency means the concentration at half of the fitted maximal effect; on the % scale 0 is the no-effect control and ±100 the full control effect; nearly all actives have a fitted effect of over 55% in size
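ATXN2-luciferase reporter cells (luciferase flanked by upstream and downstream ATXN2 gene portions) were treated 24 h at 37 °C with compounds at up to 57 uM. SteadyGlo luminescence gave expression; GF-AFC fluorescence gave viability.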
MCF10A rereplic: DNA re-replication induction in MCF 10a cells; MCF 10A DNA re-replication, Hoechst nuclear intensity, 48 h; AID 624296; 350,000 compounds, 2.9% hits; Potency, µM (series often up to 46.1 µM), for inactives: at the highest dose activity, positive = re-replication, actives largely listed as activators; further: potency means the concentration at half of the fitted maximal effect; % of control where 0% means no effect; nearly all actives have a fitted effect of over 50% in size
IL1B secr inh: inhibitors of inflammasome signaling (IL-1 beta secretion); activity change, % at 57.5 µM; 360,000 compounds, 4.7% hits; THP-1 LPS/ATP IL-1B secretion, AlphaLISA, 16 h; active compounds read low; AID 743279; in the data active means activity change below about -50%; inconclusive means mostly about -30% to -49%; further: on the % scale 0 is the no-effect control and ±100 the full control effect
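THP-1 cells pretreated 1 hr with compounds (up to 57.5 uM final), then stimulated with LPS (250 ng/mL final) plus ATP (1.25 mM final); secreted IL-1B measured by AlphaLISA after 16 hr, decreased signal indicating inhibition.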
KB-V1 MDR tox: KB-V1 MDR subline cytotoxicity; KB-V1 MDR cells viability, CellTiter-Glo, 72 h; Potency, µM (doses to about 46.1 µM), inactives show top-dose activity change, negative = cytotoxicity, actives largely listed as cytotoxic; 400,000 compounds, 3.4% hits; further: potency means the concentration at half of the fitted maximal effect; on the % scale 0 is the no-effect control and ±100 the full control effect; nearly all actives have a fitted effect of over 60% in size
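qHTS viability screen in drug-selected KB-V1 MDR cells: 72 h compound treatment at 37 degrees C, ATP luminescence end point.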
KB-3-1 tox: KB-3-1 parental cell cytotoxicity. KB-3-1 viability, CellTiter-Glo ATP luminescence, 72 h. Potency, µM (highest dose often 46.1 µM), for the others: top-dose activity change, negative = cytotoxic, usual class: cytotoxic. 400,000 compounds, 1.4% hits; further: potency means the concentration at half of the fitted maximal effect; on the % scale 0 is the no-effect control and ±100 the full control effect; nearly all actives have a fitted effect of over 60% in size
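Multi-concentration cytotoxicity screen in KB-3-1 cells grown in DMEM lacking phenol red with 10% FBS. After 72 h at 37 °C with compound, ATP-dependent luminescence was recorded.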
SW480 rerep: DNA re-replication induction in SW480 cells. SW480 DNA re-replication, Hoechst DNA content imaging, 48 h. 340,000 compounds, 1.8% hits. AID 624297. Potency, µM (series often up to 46.1 µM), without a hit: at the top dose re-replication activation, most hits filed as activators; further: potency means the concentration at half of the fitted maximal effect; % of control where 0% means no effect; nearly all actives have a fitted effect of over 55% in size
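DNA re-replication was detected as more nuclei of elevated Hoechst intensity after 48 hr exposure to compound (23 nL pinned per well of 250 cells).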
ATXN viability: viability counter-screen for ATXN expression inhibitors | S2 cells (HEK-293 line with an ATXN2-luciferase reporter) viability, CellTiter-Fluor protease fluorescence, 24 h | Potency, µM (series often up to 56.7 µM), actives largely listed as cytotoxic | 400,000 compounds, 0.49% hits | AID 651635; further: potency means the concentration at half of the fitted maximal effect; nearly all actives have a fitted effect of over 40% in size
Starred values were filed as active, the others as inactive; i = inactive; ? = inconclusive; . = not tested or not shown; [ ] = dose if it differs, or a comment. Unless noted, the call rests on the fitted dose curve; in most records, active means well fitted curve in the direction sought with a large enough effect; inconclusive means small, poorly fitted or top-dose-only effect, or another doubt; inactive means no such curve, though single readings can be large; an effect the other way counts as inactive or inconclusive.

structure	HT1080-NT tox	MCF10A rereplic	HT1080 IDH1KD tx	KB-V1 MDR tox	ATXN viability	ATXN2 expr inh	KB-3-1 tox	IL1B secr inh	SW480 rerep
CCN(CC)C(=O)CSc1nnc(-c2cccc(OC)c2)o1	2%	18%	2%	12µM*	i	32%[activator]	?	-5	-14%
O=C(O)C1CC=CCC1C(=O)Nc1ccc2c(c1)CCC2 (configuration not stated)	12%	-1%	9%	15%	i	13%	-4%	0	-9%
CN(C)CCNc1ncnc2ccccc12	6%	0%	0%	-20%	i	-1%	1%	39	1%
O=C1CC(c2c(Cl)cccc2Cl)c2c(ccc3ccccc23)N1 (configuration not stated)	.	.	.	-12%	?	-6%	0%	.	.
CC1CC(C)CN(C(=S)Nc2ccc(OC(F)F)cc2)C1 (configuration not stated)	12%	18%	7%	21µM*	?	4%	-2%	-7	-6%
CC(C)n1nnnc1C1c2ccccc2C(=O)N1CCCN1CCOCC1 (configuration not stated)	24%	.	11%	-9%	?	-2%	13%	46	.
O=C(Nc1ccc(O)cc1)c1c(O)c2c([nH]c1=O)CCCC2	23%	2%	10%	3%	i	35%[activator]	-9%	-9	?
COCCNc1c2c(nc3c(-c4ccccc4)c(C)nn13)CCCC2	?	24%	?	?	i	-23%	-2%	-24	4%
COc1ccccc1OCCN1C(=O)S/C(=C\c2ccco2)C1=O	-5%	?	-7%	-16%	i	38%	-15%	-23	-6%
O=C(CN1C(=O)c2ccccc2S1(=O)=O)N1CCN(c2ccc(F)cc2)CC1	-3%	-4%	-1%	4%	i	4%	8%	0	0%
NC(=O)COC(=O)CC12CC3CC(CC(Br)(C3)C1)C2	-4%	1%	-4%	-21%	i	0%[11.3 µM]	-14%	-16	-1%
Cc1cccc(N2CCN(C3=C(c4ccccc4)C(=O)c4ccccc43)CC2)c1C	.	.	.	4%	i	-3%	13%	.	.
Cn1cc(CNC(=O)C2c3ccccc3Oc3ccccc32)cn1	3%	3%	0%	4%	i	2%	12%	-7	-20%
O=C(Nc1nc(-c2cc3ccccc3o2)cs1)c1ccc(S(=O)(=O)N2CCCC2)cc1	-21%	?	?	1%	i	?	-20%	-7	?
Cc1cccc(NS(=O)(=O)c2ccc(C(=O)N3CC(C)OC(C)C3)cc2)c1C (configuration not stated)	-7%	0%	-4%	-23%	i	-13%	1%	29	-7%
COc1ccc(/C=C2\CCc3c2nc2ccccc2c3C(=O)O)cc1OC	?	?	-4%	?	.	.	4%	0	4%
C/C(=N\NS(=O)(=O)c1ccc(C)cc1)c1ccc(C)o1	1%	1%	15%	3%	i	29%	16%	30	-5%
Cc1ccc(C(=O)c2ccccc2C(=O)Nc2ccccc2)cc1	9%	-1%	-2%	?	?	14%	0%	67	-6%
COc1ccccc1CNc1nc(NCCNC(C)=O)c2sccc2n1	16%	.	17%	5%	i	0%	0%	87	.
CN1CCN(S(=O)(=O)c2ccc(NC(=O)c3cccs3)cc2)CC1	10%	1%	14%	-1%	i	3%	-3%	2	0%
c1cc(-c2cccs2)nc(-c2cccs2)c1	15%	-1%	15%	12%	i	-10%	0%	3	-3%
Cc1cccc(-n2c(C)cc(/C=N/O)c2C)c1	8%	-6%	13%	-20%	?	3%	7%	-6	-10%
CC(=O)Nc1ccc(S(=O)(=O)N(Cc2ccco2)Cc2cc3ccccc3[nH]c2=O)cc1	-28%	2%	-9%	0%	i	-5%	?	0	4%
Cn1c(=O)c2c(nc(NCC3CCCO3)n2C)n(C)c1=O (configuration not stated)	16%	-8%	3%	9%	i	1%	5%	7	-12%
CC(NC(=O)C1CCC(CNc2c(N3CCOCC3)c(=O)c2=O)CC1)c1ccccc1 (configuration not stated)	-1%	17%	-1%	-11%	i	-2%	3%	-9	-3%
CCOC(=O)C1(C)/C(=N/Nc2ccccc2Cl)C(=O)C(=O)N1c1ccccc1 (configuration not stated)	-1%	?	1%	1%	i	3%	9%	41	10%
Nc1nonc1C(=O)NCCNS(=O)(=O)c1ccc(Br)cc1	-7%	18µM*	-9%	-23%	i	-4%	-1%	13	5%
CN(C)c1ccc(S(=O)(=O)N2CCC(Cc3ccccc3)CC2)cn1	1%	0%	5%	-3%	i	.	-41%	26	-13%
O=C(CCNS(=O)(=O)c1ccc(Br)cc1)NCCc1ccc(Cl)cc1	?	4%	-8%	-6%	i	-7%	-14%	-1	-9%
CCCCN(C(=S)SC)C1CCS(=O)(=O)C1 (configuration not stated)	2%	6%	11%	0%	i	10%	-3%	.	-11%
c1ccc(Cn2nnnc2C(c2cccs2)N2CCOCC2)cc1 (configuration not stated)	12%	-4%	9%	17%	i	3%	3%	4	-6%
CO[C@@H]1CN(C)C(=O)c2ccc(NC(C)=O)cc2OC[C@@H](C)N(C(=O)NC2CCCCC2)C[C@H]1C	27%	.	21%	8%	.	.	2%	29	.
O=C(Nc1ccc(Cl)cc1)C1CC(=O)n2c(nc3ccccc32)N1 (configuration not stated)	0%	-4%	-2%	3%	i	-12%	28%	4	-6%
CCOC(=O)N/N=C\C=C\c1ccc2c(c1)OCO2	-17%	0%	-15%	21%	i	34%[activator]	-1%	-9	-8%
CN(Cc1cc(Cl)cc(Cl)c1)[C@H]1C[C@H]2c3[nH]c4ccccc4c3CCN2C(=O)[C@H]1CO	?	.	?	-21%	?	?	?	?	.
COc1ccc(OC)c(-n2nnnc2SCC(=O)Nc2ccccc2OC)c1	-8%	-3%	-18%	-7%	i	-6%	0%	0	29%
O=C(NC1CCCC1)c1cccc2c1C(=O)c1ccc(Cl)cc1S2(=O)=O	6%	?	15%	?	i	-9%	23%	-1	-14%
COc1ccc(OC)c(N(C(=O)c2ccco2)C(C(=O)NC2CCCC2)c2ccc(N3CCOCC3)cc2)c1 (configuration not stated)	10%	-1%	6%	-13%	i	5%	-2%	-12	-4%
CC1COC(=O)C(NNc2ccc(Cl)c(Cl)c2)=N1 (configuration not stated)	?	3%	?	6%	i	.	-3%	5	-113%[inhibitor]
COc1cccc(-c2cnc(C(O)c3ccccc3OC)[nH]2)c1 (configuration not stated)	-1%	.	21%	15%	i	19%	0%	26	.
COc1ccc(-c2cc(C(=O)N3CCN(Cc4ccccc4)CC3)no2)cc1OC	-1%	0%	15%	0%	i	-13%	-28%	16	1%
CC1(C)C2CCC1(C(=O)O)c1nc3ccccc3nc12 (configuration not stated)	6%	-10%	4%	17%	i	1%	-3%	3	-1%
Cn1nc(C(C)(C)C)cc1C(=O)NNC(=O)c1ccccc1Cl	-5%	0%	-5%	-6%	i	-13%	-24%	5	-4%
COc1ccc(CNC(=O)COC(=O)CC(NC(N)=O)c2ccc(Cl)cc2)cc1OC (configuration not stated)	9%	2%	6%	14%	i	-6%	2%	4	-6%
CC1CN(c2ncnc3c2oc2ccccc23)CC(C)O1 (configuration not stated)	-1%	7%	-14%	?	i	6%	-16%	-2	-3%
Nc1ccc2oc(C3CCCCC3)nc2c1	2%	0%	0%	0%	i	3%[11.3 µM]	-4%	-17	-10%
CCN(CC)CCNc1ccc(Cl)cc1[N+](=O)[O-]	-3%	1%	-6%	-25%	i	4%	0%	?	-4%
CCOc1ccccc1NC(=O)CN1CCc2ccccc2C1	-22%	?	-10%	?	i	-5%	1%	-19	-1%
COc1ccc(N=C2SC(C(=O)Nc3ccc(C(=O)O)cc3)CC(=O)N2Cc2cccs2)cc1 (configuration not stated)	-9%	0%	-8%	0%	i	4%	14%	18	-10%
C/C(NCCc1ccccc1)=C1/CCOC1=O	1%	.	0%	0%	i	.	7%	18	.

Exported with two lines to a compound: part of the list above.
Under each structure: HT1080-NT tox | MCF10A rereplic | HT1080 IDH1KD tx | KB-V1 MDR tox | ATXN viability | ATXN2 expr inh | KB-3-1 tox | IL1B secr inh | SW480 rerep
O=C(Nc1ccc(Cl)cc1)C1CC(=O)n2c(nc3ccccc32)N1 (configuration not stated)
→ 0% | -4% | -2% | 3% | i | -12% | 28% | 4 | -6%
CCOC(=O)N/N=C\C=C\c1ccc2c(c1)OCO2
→ -17% | 0% | -15% | 21% | i | 34%[activator] | -1% | -9 | -8%
CN(Cc1cc(Cl)cc(Cl)c1)[C@H]1C[C@H]2c3[nH]c4ccccc4c3CCN2C(=O)[C@H]1CO
→ ? | . | ? | -21% | ? | ? | ? | ? | .
COc1ccc(OC)c(-n2nnnc2SCC(=O)Nc2ccccc2OC)c1
→ -8% | -3% | -18% | -7% | i | -6% | 0% | 0 | 29%

Carrying on:
structure	HT1080-NT tox	MCF10A rereplic	HT1080 IDH1KD tx	KB-V1 MDR tox	ATXN viability	ATXN2 expr inh	KB-3-1 tox	IL1B secr inh	SW480 rerep
S=C(Nc1cccc2ccccc12)NN1CCOCC1	-9%	1%	-1%	3%	i	7%	-7%	-1	1%
CC(NC(=O)Cn1cc(C(F)(F)F)cc(Cl)c1=O)c1ccccc1 (configuration not stated)	7%	-13%	8%	0%	i	2%	0%	-20	-14%
Cc1cccc(N(CC(=O)NC(C)(C)C)C(=O)CCC(=O)Nc2ccccn2)c1	10%	-2%	10%	?	?	-10%	1%	5	-1%
COc1cccc(NC(=O)N(C2CCCCC2)C(C)c2cccs2)c1 (configuration not stated)	?	2%	3%	-17%	i	0%	?	2	2%
